GC-A act – GC-A stimulated cGMP production enhancers – HEK293 GC-A cells, cGMP TR-FRET, EC30 ANP, primary screen | Atrial natriuretic peptide receptor 1 (Homo sapiens), P16066 | 0% at EC30 ANP, 100% saturating ANP | activation, % at 10 µM | 370,000 compounds, 0.14% hits; in the data active = activation above about 40%
PRMT1 FP inh – PRMT1 methyltransferase inhibitors, primary screen, biochemical, fluorescence polarization | Protein arginine N-methyltransferase 1 (Homo sapiens), Q99873 | recombinant PRMT1, activity-based probe fluorescence polarization | inhibition, % at 2.79 µM | 370,000 compounds, 1.3% hits;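 active = inhibition above about 21% made by adding two undisclosed values, limit read from the data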
MBD2 DNA inh – inhibitors of MBD2 binding to methylated DNA, primary screen, biochemical, TR-FRET, DNA-binding domain, human; MBD2 binding to methylated oligonucleotide; 370,000 compounds, 0.31% hits; inhibition, % at 4.4 µM; Methyl-CpG-binding domain protein 2 (Homo sapiens), Q9UBB5; in the data active = inhibition above about 13%
rCAG binder – binders of r(CAG) RNA repeats, primary screen, biochemical, fluorescence. 370,000 compounds, 1.3% hits. inhibition, % at 3 µM. AID 651821, 2012. r(CAG) RNA repeat, TO-PRO-1 dye displacement fluorescence;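 active = inhibition above the plate cutoff, the mean of all test compounds on that plate plus 3 SD, cut at about 35% in these data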;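 note: 0% = DMSO alone and 100% = 100 µM mitoxantrone as full dye displacement; higher means more dye released from RNA so lower well fluorescence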
mABHD4 FP – ABHD4 inhibitors, primary screen, biochemical, fluorescence polarization, mouse | (Lyso)-N-acylphosphatidylethanolamine lipase (Mus musculus), Q8VD66 | purified mABHD4, FP-Rh probe fluorescence polarization | 370,000 compounds, 0.54% hits | inhibition, % at 8.92 µM | AID 720543, 2013;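 active = inhibition exceeding the mean over every tested compound plus 3 SD, cut at about 30% in these data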;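 note: 0% = plate median of compound wells and 100% = S159A mutant with DMSO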
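Assay system: Wild-type mouse ABHD4 protein | Medium: HEPES pH 7.0 buffer, 150 mM NaCl, 0.01% Pluronic F-127 | Incubation: Enzyme–compound pre-incubation 45 min, then probe 60 min, both 25 °C | Technique: Fluorescence polarization with parallel and perpendicular emission, 525/598 nm | Evaluation: % inhibition of FP-Rh probe binding versus controls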
HTRA1 inh – HTRA1 serine protease inhibitors, primary screen, biochemical, fluorescence polarization, HTS; recombinant HTRA1, FP-rhodamine activity-based probe; 340,000 compounds, 0.5% hits; Q92743; inhibition, % at 5.96 µM; in the data active = inhibition above about 36%;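 note: 0% = enzyme with DMSO and 100% = wells lacking enzyme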
UHRF1 binding – UHRF1 methylated DNA binding inhibitors, primary screen, counter-screen for MBD2 inhibitor project, biochemical, TR-FRET, human UHRF1, single concentration. E3 ubiquitin-protein ligase UHRF1 (Homo sapiens), Q96T88. UHRF1 binding to methylated oligo. inhibition, % at 4.4 µM. 370,000 compounds, 0.75% hits. AID 687016, 2013; in the data active = inhibition above about 21%;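 note: UHRF1 SRA domain binding a hemimethylated CpG hairpin DNA probe; 0% = median of test compound wells and 100% = reference inhibitor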
Target sequence (Q96T88 whole entry, looked up, the tested form may be a part): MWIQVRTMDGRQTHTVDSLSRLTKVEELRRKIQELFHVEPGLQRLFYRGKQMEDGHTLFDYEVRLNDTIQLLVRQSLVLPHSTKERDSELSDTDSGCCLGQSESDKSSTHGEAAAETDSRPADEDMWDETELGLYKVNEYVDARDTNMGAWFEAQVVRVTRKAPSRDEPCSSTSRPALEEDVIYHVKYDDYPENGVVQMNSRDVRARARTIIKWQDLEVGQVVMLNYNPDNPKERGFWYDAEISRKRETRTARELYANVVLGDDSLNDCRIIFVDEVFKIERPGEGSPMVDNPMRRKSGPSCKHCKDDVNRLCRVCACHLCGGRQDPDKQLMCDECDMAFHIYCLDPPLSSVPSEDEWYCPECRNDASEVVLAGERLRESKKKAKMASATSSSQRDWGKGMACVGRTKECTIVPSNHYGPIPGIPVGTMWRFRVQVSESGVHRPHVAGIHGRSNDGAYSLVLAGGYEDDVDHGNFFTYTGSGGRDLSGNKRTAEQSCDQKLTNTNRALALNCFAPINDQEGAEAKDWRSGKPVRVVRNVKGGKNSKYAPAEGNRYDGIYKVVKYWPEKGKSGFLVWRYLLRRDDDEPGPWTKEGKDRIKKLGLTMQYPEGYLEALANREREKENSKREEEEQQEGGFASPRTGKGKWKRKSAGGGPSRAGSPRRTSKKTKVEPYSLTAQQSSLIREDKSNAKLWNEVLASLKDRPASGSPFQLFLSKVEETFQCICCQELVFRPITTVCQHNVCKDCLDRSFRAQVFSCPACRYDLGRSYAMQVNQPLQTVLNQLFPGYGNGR
TCR CD3 inh – inhibitors of human TCR-CD3 interaction, primary screen, biochemical, fluorescence, TAMRA-labeled TCR probe. T-cell receptor (TCR). inhibition, % at 9.4 µM. 360,000 compounds, 0.37% hits. AID 651800, 2012; in the data active = inhibition above about 19%;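 note: recombinant mutant TCR 2C K166C tagged with TAMRA read by polarization; 0% = receptor in buffer alone and 100% = receptor with positive control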
SIAE inh – human SIAE inhibitors, primary screen, biochemical, fluorescence polarization, FP-Rh probe, 1536-well HTS; 370,000 compounds, 0.69% hits; inhibition, % at 9.66 µM; Sialate O-acetylesterase (Homo sapiens), Q9HAT2; SIAE FP-Rh probe binding;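 active = inhibition above a cutoff: mean of compounds within the control limits plus 3 SD of those, cut at about 17% in these data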;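 note: 0% = plate median of compound wells and 100% = probe without SIAE protein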
NPR2 activator – human GC-B receptor activators, primary screen, HEK293 GC-B cells, cGMP TR-FRET, EC30 CNP | Atrial natriuretic peptide receptor 2 (Homo sapiens), P20594 | 0% at EC30 CNP, 100% saturating CNP | activation, % at 10 µM | 370,000 compounds, 0.11% hits | AID 1920062, 2024;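 active = activation at 10 µM reaching about 35% in either raw or pattern-adjusted values, limit read from the data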
* hit, by the source's call; · = no result given. A portion of the library; the hit share may differ from the screen's.

SMILES	GC-A act	PRMT1 FP inh	MBD2 DNA inh	rCAG binder	mABHD4 FP	HTRA1 inh	UHRF1 binding	TCR CD3 inh	SIAE inh	NPR2 activator
CCN(CC)c1ccc(/C=C/C(=O)C2C(=O)C=C(C)OC2=O)cc1 (stereo unspecified)	5	-13	-3	-33	-79	-27	-2	-83	-108	-2
CC(C(=O)N1CCOCC1)n1cc([N+](=O)[O-])cn1 (stereo unspecified)	3	-2	-2	-1	0	-3	-2	-5	-10	-1
O=C(O)CCC(=O)Nc1cccc(C(=O)c2ccccc2)c1	1	-2	-2	-2	0	0	4	-7	5	2
COC(=O)c1sc2ccccc2c1N	-2	16	-1	2	4	-7	-3	3	1	-1
Cc1ccccc1C(=O)NC1CCS(=O)(=O)C1 (stereo unspecified)	3	1	1	0	5	-3	0	1	2	4
CC(OC(=O)Cn1cnc2ccccc2c1=O)C(=O)NCc1ccccc1 (stereo unspecified)	-3	-2	-3	-4	4	-5	-2	5	-2	-1
Cc1ccc(OCC(=O)N(Cc2ccc(N(C)C)cc2)C2CCS(=O)(=O)C2)cc1 (stereo unspecified)	-1	-1	1	1	-2	-2	6	3	0	-1
O=C(Nc1ccc(N2CCOCC2)cc1)c1c(F)cccc1Cl	1	0	4	-1	5	2	-1	2	6	0
CCC1CCc2sc(C(=O)NCC3CCCO3)cc2C1 (stereo unspecified)	-3	-3	-2	1	-16	3	6	-7	1	-3
Cc1cccc(NC(=O)c2cnccn2)c1	1	-1	0	-2	-2	-7	0	-7	10	6
CC(C)(C)SC(=O)C[C@@H]1NS(=O)(=O)OC2CCCCC21 (stereo partly specified)	2	-1	-2	-3	7	0	0	-4	-7	-1
Cc1ccc(NC(=O)COC(=O)c2ccco2)cc1	6	0	-4	-3	-1	-2	0	-2	4	9
O=C(COC(=O)/C=C/c1ccc(S(=O)(=O)N2CCOCC2)cc1)NCc1ccc(F)cc1	-5	1	2	0	2	-3	0	-3	-7	-1
CC(=O)N1CCc2cc(S(=O)(=O)CCC(=O)Nc3cccc(F)c3)ccc21	-2	4	3	3	-4	-1	5	1	-1	0
CC(=O)Nc1c(C(=O)N2CCOCC2)cnn1-c1ccc(C)c(C)c1	3	-5	-4	3	1	6	6	-11	-1	4

Reformatted with bars between the fields: entries from further up
SMILES | GC-A act | PRMT1 FP inh | MBD2 DNA inh | rCAG binder | mABHD4 FP | HTRA1 inh | UHRF1 binding | TCR CD3 inh | SIAE inh | NPR2 activator
CCC1CCc2sc(C(=O)NCC3CCCO3)cc2C1 (stereo unspecified) | -3 | -3 | -2 | 1 | -16 | 3 | 6 | -7 | 1 | -3
O=C(Nc1ccc(N2CCOCC2)cc1)c1c(F)cccc1Cl | 1 | 0 | 4 | -1 | 5 | 2 | -1 | 2 | 6 | 0
O=C(O)CCC(=O)Nc1cccc(C(=O)c2ccccc2)c1 | 1 | -2 | -2 | -2 | 0 | 0 | 4 | -7 | 5 | 2
CC(C(=O)N1CCOCC1)n1cc([N+](=O)[O-])cn1 (stereo unspecified) | 3 | -2 | -2 | -1 | 0 | -3 | -2 | -5 | -10 | -1
COC(=O)c1sc2ccccc2c1N | -2 | 16 | -1 | 2 | 4 | -7 | -3 | 3 | 1 | -1
CCN(CC)c1ccc(/C=C/C(=O)C2C(=O)C=C(C)OC2=O)cc1 (stereo unspecified) | 5 | -13 | -3 | -33 | -79 | -27 | -2 | -83 | -108 | -2

Other records
SMILES	GC-A act	PRMT1 FP inh	MBD2 DNA inh	rCAG binder	mABHD4 FP	HTRA1 inh	UHRF1 binding	TCR CD3 inh	SIAE inh	NPR2 activator
O=C(Nc1cccc(C(=O)O)c1)Nc1ccccc1Cl	1	0	-8	0	-8	6	1	15	1	-2
C=CCOc1c(Br)cc(/C=C(\C#N)C(N)=O)cc1OC	-25	1	-5	2	0	-3	-3	-3	3	-12
COc1cc(/C=N/NC(N)=O)ccc1OCC(=O)Nc1cc(C)c(C)cc1Br	-2	-1	-1	0	-3	2	-3	6	-8	-4
O=C(CN(Cc1ccc(F)cc1)C(=O)CNS(=O)(=O)c1ccccc1)NCc1ccco1	0	2	2	-1	-1	0	7	-2	-6	-5
CCn1c(CCNC(=O)c2ccc(Cl)cc2)nnc1SCC(=O)NC1CCCC1	2	0	-1	-4	3	3	4	1	7	-6
NS(=O)(=O)c1ccc(CCNC(=O)C2CCCO2)cc1 (stereo unspecified)	4	3	-1	-1	3	1	0	7	3	-1
CO/N=C/c1c(C(=O)OC)nn(-c2ccccc2)c1Cl	1	-1	3	-4	0	1	3	1	-1	2
O=C1/C(=C/c2ccco2)N=C(N2CCCCC2)N1c1ccccc1	-5	4	-6	7	12	9	-7	-7	5	4
O=C(Nc1ccsc1C(=O)NC1CC1)c1ccccc1	7	-2	-7	-1	-1	-5	-2	3	-3	1
CCCCNC(=O)c1c(N)[nH]c(C(=O)c2ccccc2)c1-c1ccc(Cl)cc1	-3	1	-2	1	4	·	-3	1	7	0
CCN(CC(=O)NCc1ccc(Cl)cc1)C(=O)C1CCN(S(=O)(=O)c2ccc(OC)c(OC)c2)CC1	2	-4	2	0	-4	-5	2	1	2	2
CCOC(=O)/C(=N/Nc1ccc(Br)cc1)N1CC(C)OC(C)C1 (stereo unspecified)	-5	1	-1	3	1	1	1	-1	4	4
Nc1nonc1C(=O)NCCN=Cc1ccccc1O	3	-1	-4	3	8	5	-1	3	-3	8
Cc1nn(C)c(C)c1Sc1ccccc1N	2	2	2	-5	2	6	1	4	10	2
O=C(/C=C/c1ccc([N+](=O)[O-])cc1)NC1CC2CCC1C2 (stereo unspecified)	1	-2	4	2	-12	1	3	3	-10	6

Entries of single compounds, looked up by structure:
O=C(/C=C/c1ccc([N+](=O)[O-])cc1)NC1CC2CCC1C2 (stereo unspecified) is listed with GC-A act = 1; PRMT1 FP inh = -2; MBD2 DNA inh = 4; rCAG binder = 2; mABHD4 FP = -12; HTRA1 inh = 1; UHRF1 binding = 3; TCR CD3 inh = 3; SIAE inh = -10; NPR2 activator = 6
O=C(Nc1cccc(C(=O)O)c1)Nc1ccccc1Cl is listed with GC-A act = 1; PRMT1 FP inh = 0; MBD2 DNA inh = -8; rCAG binder = 0; mABHD4 FP = -8; HTRA1 inh = 6; UHRF1 binding = 1; TCR CD3 inh = 15; SIAE inh = 1; NPR2 activator = -2

(next part)
SMILES	GC-A act	PRMT1 FP inh	MBD2 DNA inh	rCAG binder	mABHD4 FP	HTRA1 inh	UHRF1 binding	TCR CD3 inh	SIAE inh	NPR2 activator
Cc1cc(Br)ccc1OCC(=O)NNC(=O)Cc1ccccc1	-4	-2	-1	-2	-7	0	19	-1	4	-12
NC(=O)c1c(C(F)(F)F)cc(-c2ccccc2)nc1NCCO	-5	-4	2	-5	-5	-3	0	0	7	3
O=C(NC1(C(F)(F)F)NC(=O)N(c2ccc(F)cc2)C1=O)c1cccs1 (stereo unspecified)	1	-3	-3	-5	-1	4	0	1	0	-4
O=C1CCCc2c1cc(C(=O)NCc1ccco1)c(=O)n2-c1ccc(Cl)cc1	-4	0	-7	0	1	-6	-3	7	4	-2
CC1CCCCC1NC(=O)COC(=O)c1cc(=O)[nH]c2ccccc12 (stereo unspecified)	-1	4	4	1	7	0	14	-4	-1	-1
CCc1c(C)c2ccc(OCC(=O)OC)cc2oc1=O	0	-9	-5	-3	4	4	-2	7	-1	-1
CS(=O)(=O)c1ccc(C(=O)OCC(=O)N2CCOCC2)cc1[N+](=O)[O-]	4	-2	3	2	0	·	-3	-3	3	-1
CC(C)OC(=O)c1ccc2ccc(-c3ccccc3)nc2c1	-4	-2	-6	1	-7	·	-2	1	2	-8
Cn1c(CNC(=O)CNC(=O)c2cccc(Cl)c2)cc(=O)n(C)c1=O	3	-2	-1	4	0	9	-1	3	0	0
CS(=O)(=O)N1CCc2cc(C(=O)Nc3ccccc3Br)ccc21	2	3	-1	-4	1	0	-1	3	4	-2
CC(=O)c1ccc(S(=O)(=O)N2CCNCC2)cc1	-4	-1	3	3	-9	1	3	10	-12	3
Cn1c(NC(=O)C[n+]2cc(-c3ccc(Cl)c(Cl)c3)n3c2CCC3)cc(=O)n(C)c1=O	7	0	-2	3	5	7	3	6	4	-1
Clc1c(-c2nnc3n2CCCCC3)sc2ccccc12	-1	2	0	-2	1	0	0	-1	4	5
Cc1nn(Cc2ccc([N+](=O)[O-])cc2)c(=O)n1-c1cccc(Cl)c1	3	3	-3	-4	6	-3	0	3	-1	3
Cc1ccc(NC(=O)CC2(CC(=O)O)CCCC2)cc1	3	0	4	-2	0	0	-1	11	-3	5
CN(C)c1ccc(CN(C(=O)c2cc3ccccc3oc2=O)C2CCS(=O)(=O)C2)cc1 (stereo unspecified)	2	1	-2	-1	1	9	-1	-5	5	-1
CCN1C(=O)[C@H]2[C@@H](c3ccc(-c4ccc(Cl)c(Cl)c4)cc3)N[C@@](Cc3ccccc3)(C(=O)OC)[C@H]2C1=O	-1	-2	-4	5	1	-13	-1	3	-4	-1
Cc1cc(C)n(-c2ccc(Cl)c(Cl)c2)n1	0	1	5	-1	1	6	1	13	-1	4
COc1ccccc1-c1nc2ccccc2nc1-c1ccccc1OC	-26	0	0	-8	-3	-1	0	11	5	-10
COC(=O)c1ccc(NS(=O)(=O)c2cc3c4c(c2)CCN4C(=O)CC3)cc1	0	2	2	0	0	-2	3	-9	3	2
Cc1ccc(S(=O)(=O)CCC(=O)OCC(=O)NC(N)=O)cc1	2	-3	3	1	-3	0	3	0	3	1
O=C(c1cc(=O)[nH]c2ccccc12)N1CCc2ccccc2C1	-10	3	0	-3	1	4	-1	4	2	0
O=C(c1ccc(CS(=O)(=O)c2ccc(Br)cc2)o1)N1CCN(c2ccc(F)cc2)CC1	-6	2	2	1	0	4	-1	5	-3	0

Compound activity as filed in PubChem.
